BAZ2B inh = qHTS Assay for Inhibitors of BAZ2B | hit rate 4.4% among 360,000 | Bromodomain adjacent to zinc finger domain protein 2B (Homo sapiens), Q9UIF8 | Potency, µM (titrated, usually from 114 µM), inactives show at the top dose activity change, negative = inhibition, most hits filed as inhibitors | AlphaScreen BAZ2B-H3K14Ac peptide displacement; further: on the % scale 0 is the no-effect control and ±100 the full control effect; nearly all actives have a fitted effect of over 60% in size
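Protein-peptide AlphaScreen: BAZ2B 50 nM, b-H3K14Ac 50 nM, 1x PBS pH 7.4 + 0.01% Tween-20. Preincubation 30 min RT; cpd 30 min RT (top 110 uM); beads 20 min RT, light-protected.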
Pol kappa inh = qHTS for Inhibitors of Polymerase Kappa; hit rate 0.53% among 400,000; AID 588579, 2011; Potency, µM (top dose mostly 107 µM), inactives show at the top dose activity, negative = inhibition, most hits filed as inhibitors; purified Pol kappa, fluorescent DNA synthesis assay, 10 min; further: on the % scale 0 is the no-effect control and ±100 the full control effect
Target sequence (Q9UBT6 whole entry, looked up): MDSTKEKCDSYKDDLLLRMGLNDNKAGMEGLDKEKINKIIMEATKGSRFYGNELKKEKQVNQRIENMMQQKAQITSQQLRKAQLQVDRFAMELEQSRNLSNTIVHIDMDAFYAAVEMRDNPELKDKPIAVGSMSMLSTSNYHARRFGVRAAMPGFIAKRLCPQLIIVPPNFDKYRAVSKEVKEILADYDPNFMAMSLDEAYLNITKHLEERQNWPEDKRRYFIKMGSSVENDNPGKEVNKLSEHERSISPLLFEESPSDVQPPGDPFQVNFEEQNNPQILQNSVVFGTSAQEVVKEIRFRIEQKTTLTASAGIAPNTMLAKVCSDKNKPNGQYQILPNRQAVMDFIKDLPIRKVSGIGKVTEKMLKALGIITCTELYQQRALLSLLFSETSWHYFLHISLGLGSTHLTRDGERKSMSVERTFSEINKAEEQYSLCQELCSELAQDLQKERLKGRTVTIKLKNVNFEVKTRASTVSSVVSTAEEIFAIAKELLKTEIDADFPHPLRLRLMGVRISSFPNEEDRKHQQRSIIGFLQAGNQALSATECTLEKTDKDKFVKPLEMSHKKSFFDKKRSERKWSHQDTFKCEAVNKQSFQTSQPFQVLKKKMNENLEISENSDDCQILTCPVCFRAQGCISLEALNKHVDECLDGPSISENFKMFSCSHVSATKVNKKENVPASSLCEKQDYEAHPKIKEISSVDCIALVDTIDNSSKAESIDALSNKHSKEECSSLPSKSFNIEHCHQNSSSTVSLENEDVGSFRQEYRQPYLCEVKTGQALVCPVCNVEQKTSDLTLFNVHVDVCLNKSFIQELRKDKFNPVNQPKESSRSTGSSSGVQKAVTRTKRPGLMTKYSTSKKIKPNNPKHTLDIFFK
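Kinetic fluorescence screen: compound preincubated 15 min RT with 10 nM enzyme; 50 nM substrate (final) initiates; reads at 0/10 min.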
JMJD2A Tudor = qHTS Assay for Inhibitors of JMJD2A-Tudor Domain; Lysine-specific demethylase 4A (Homo sapiens), O75164; Potency, µM (highest dose often 114 µM), for the others: at the highest dose activity change, negative = inhibition, hits mostly inhibitors; AlphaScreen JMJD2A-Tudor / H3K4me3 peptide binding; hit rate 4.4% among 390,000; further: on the % scale 0 is the no-effect control and ±100 the full control effect; nearly all actives have a fitted effect of over 50% in size
G9a inh = qHTS Assay for Inhibitors of Histone Lysine Methyltransferase G9a. hit rate 8.8% among 350,000. AID 504332, 2011. Potency, µM (series often up to 102 µM), inactives show at the highest dose activity, negative = inhibition, actives largely listed as inhibitors. Histone-lysine N-methyltransferase EHMT2 (Homo sapiens), Q96KQ7. G9a H3K9 monomethylation, AlphaScreen, 2 h; further: on the % scale 0 is the no-effect control and ±100 the full control effect; nearly all actives have a fitted effect of over 75% in size
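Using a bead-based AlphaScreen, monomethylated H3K9 product from 2 h room-temperature reactions (G9a 20 nM, peptide 500 nM, SAM 20 uM) was detected with 0.5 ug/mL rabbit anti-H3K9me1 antibody.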
APE1 inh = qHTS Assay for Inhibitors of the Human Apurinic/apyrimidinic Endonuclease 1 (APE1); DNA repair nuclease/redox regulator APEX1 (Homo sapiens), P27695; recombinant APE1, TAMRA/BHQ-2 abasic DNA cleavage fluorescence; Potency, µM (top dose mostly 65.8 µM), without a hit: top-dose activity change, negative = inhibition, most hits filed as inhibitors; hit rate 0.35% among 350,000; AID 2517, 2012;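 further: plate controls were vehicle for no effect and reference inhibitor for full effect; nearly all actives have a fitted effect of over 55% in size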
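Incision of a quenched TAMRA/BHQ-2 THF abasic-site duplex (50 nM) by 0.75 nM APE1, after 15 min compound preincubation, measured as fluorescence increase over three 60 s reads. Values normalized to buffer, DMSO and NSC13755 control wells.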
BLM inh = qHTS Assay for Inhibitors of Bloom's syndrome helicase (BLM); RecQ-like DNA helicase BLM (Homo sapiens), P54132; recombinant BLM DNA unwinding, fluorescence dequenching; Potency, µM (doses to about 56.1 µM), for the others: at the top dose activity change, negative = inhibition, hits mostly inhibitors; hit rate 0.2% among 350,000; AID 2528, 2010;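 further: plate controls were vehicle for no effect and no enzyme for full effect; nearly all actives have a fitted effect of over 35% in size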
Pol iota inh = qHTS for Inhibitors of Polymerase Iota; Potency, µM (highest dose often 115 µM), for inactives: at the highest dose activity, negative = inhibition, hits mostly inhibitors; hit rate 1% among 390,000; DNA polymerase iota (Homo sapiens), Q9UNA4; Pol iota fluorescent replication assay, 10 min
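Pol iota at 10 nM preincubated 15 min with compounds at room temperature; reaction started with fluorescent substrate, 50 nM final. Fluorescence read kinetically at 0 and 10 min; buffer-only wells as negative control.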
Pol beta inh = qHTS Assay for Inhibitors of DNA Polymerase Beta; hit rate 1.3% among 340,000; Pol beta primer extension/strand displacement, fluorescence kinetic; Potency, µM (series often up to 114 µM), for the others: top-dose activity change, negative = inhibition, most hits filed as inhibitors; further: on the % scale 0 is the no-effect control and ±100 the full control effect
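Pol beta (10 nM) and compounds were preincubated 15 min at room temperature, then 50 nM substrate (final) started primer extension/strand displacement. Reads were taken at 0 and 10 min; concentration-response data were fitted to a four-parameter Hill equation.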
POLH inh = qHTS for Inhibitors of Polymerase Eta; recombinant Pol eta, fluorescent DNA replication assay; Potency, µM (highest dose often 114 µM), for the others: at the highest dose activity change, negative = inhibition, actives largely listed as inhibitors; AID 588591, 2011; hit rate 1.2% among 390,000; further: on the % scale 0 is the no-effect control and ±100 the full control effect
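Pol eta (10 nM) was preincubated with compounds for 15 min at room temperature, after which fluorescent replication substrate (50 nM final) was added to start the reaction. Fluorescence was read kinetically at 0 and 10 min.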
The depositor's hits bear a star; u = inconclusive; x = not tested or not shown; & = joins results of further samples; [ ] = another dose, or the depositor's remark. The call rests on the fitted dose curve; in most records, active means well fitted curve in the direction sought with a large enough effect; inconclusive means small, poorly fitted or top-dose-only effect, or another doubt; inactive means no such curve, though single readings can be large; an effect the other way counts as inactive or inconclusive. Potency means the concentration at half of the fitted maximal effect. An excerpt. The share of hits here may be higher or lower than overall.

SMILES	BAZ2B inh	Pol kappa inh	JMJD2A Tudor	G9a inh	APE1 inh	BLM inh	Pol iota inh	Pol beta inh	POLH inh
O=C(O)c1cc2[nH]c3c(c2cc1Cl)CCCC3	-8%	0%	-30%	2%[0.501 µM]	27%	-3%	28%	-15%	-13%
O=C(CSc1n[nH]c(-c2ccccn2)n1)Nc1ccc(Cl)cc1	5µM*	11%	10µM*	35%[activator]	23%	-4%	54%[activator]	35%	-8%
COc1ccc(CN(C(=O)c2nsc(Cl)c2Cl)C(C(=O)NC2CCCC2)c2ccc(C)cc2)cc1 (configuration not stated)	1%	5%	-25%	40%[59 µM]	-3%	-5%	33%[activator]	1%	-7%
C=CCN(CC=C)C(=O)CN1C(=O)NC(C)(c2ccc3cc(OC)ccc3c2)C1=O (configuration not stated)	3%	-3%	-20%	-1%	15%	-1%	52%[activator]	-1%	-20%
Cc1c(Cl)cccc1NC(=O)COC(=O)Cn1cnc2c1c(=O)n(C)c(=O)n2C	25%	6%	-1%	-13%[2.33 µM]	18%	x	48%[activator]	x	-15%
Cc1cccc(CN2C(=O)[C@H]3Cc4c([nH]c5ccccc45)C(C)(C)N3C2=O)c1	x	-1%	u	x	x	x	-10%	x	-22%
COc1ccc(-c2c(-c3cc(OC)cc(OC)c3)n(C)c3ccc(-c4ccn[nH]4)cc23)cc1	u	-4%	22µM*	3%[0.501 µM]	26%	x	20%	x	-12%
Cc1nn(Cc2ccc(C(=O)Nc3ccc(C(=O)OC(C)C)cc3)o2)c(C)c1Cl	-36%	-21%	-12%	u	-6%	-11%	u	45µM*	-13%
Cc1nn(-c2nc3ccccc3s2)c(N)c1-c1ccc(Cl)cc1	3%	-14%	3%	15%[59 µM]	-4%	-9%	7%	38%	-11%
CCOc1ccc(-n2nnnc2-c2nc3ccccc3s2)cc1	4%	-10%	-2%	-9%[59 µM]	6%	-3%	2%	-9%	-8%
CC1(C)Cc2c(sc3c2c(=N)n(Cc2ccco2)c(=O)n3CC(=O)Nc2ccccc2)CO1	u	-10%	u	5%[2.33 µM]	-8%	-9%	-3%	25%	-17%
COc1ccc(C=C2C(=O)c3ccccc3C2=O)cc1O	10µM*	-8%	u	13µM*	4%	-21%	18µM*	-5%	-30%
COC(=O)c1c(NC(=O)C(=O)N2CCOCC2)sc2c1CCCC2	-14%	7%	-13%	39%	19%	-2%	-6%	1%	-17%
COc1cccc(NC(=O)CCC(=O)N2CC(C)Oc3ccc(C)cc32)c1 (configuration not stated)	4%	-2%	-20%	-3%	-3%	-5%	11%	-2%	-3%
CCCS(=O)(=O)c1nc(S(=O)(=O)c2ccc(C)cc2)c(N2CCC(C(N)=O)CC2)s1	-10%	-5%	-6%	0%	6%	1%	-1%	-18%	6%
O=C(Nc1ccccc1Cl)c1ccc2nc(N3CCOCC3)sc2c1	-5%	3%	-8%	x	-23%	-9%	8%	42%	-7%
CN(C)c1ccc(C(CNS(=O)(=O)c2ccc(Br)cc2)N2CCCC2)cc1 (configuration not stated)	35µM*	0%[60.1 µM]	45µM*	18µM*	x	0%	4%	12%	-6%
COc1ccc(OC)c(Nc2c3c(nc4ccccc24)CCC3)c1	-29%	0%&-6%	u	-4%	-3%	-4%&3%	18%&-7%	5%&16%	-9%&-11%
CCCCNC(=O)N1CCOCCOCCN(C(=O)NCCCC)CCOCCOCC1	1%	-10%	5%	0%[12.7 µM]	6%	3%	12%	2%	-1%
C=C(C)CN(CC)c1ccc(N2C(=O)CCCC2=O)cc1[N+](=O)[O-]	5%	5%	-11%	-47%	70%[activator]	-1%	10%	8%	-18%

Record cards, from the list above:
COC(=O)c1c(NC(=O)C(=O)N2CCOCC2)sc2c1CCCC2 as listed: BAZ2B inh = -14%; Pol kappa inh = 7%; JMJD2A Tudor = -13%; G9a inh = 39%; APE1 inh = 19%; BLM inh = -2%; Pol iota inh = -6%; Pol beta inh = 1%; POLH inh = -17%
C=C(C)CN(CC)c1ccc(N2C(=O)CCCC2=O)cc1[N+](=O)[O-] as listed: BAZ2B inh = 5%; Pol kappa inh = 5%; JMJD2A Tudor = -11%; G9a inh = -47%; APE1 inh = 70%[activator]; BLM inh = -1%; Pol iota inh = 10%; Pol beta inh = 8%; POLH inh = -18%

Carrying on:
SMILES	BAZ2B inh	Pol kappa inh	JMJD2A Tudor	G9a inh	APE1 inh	BLM inh	Pol iota inh	Pol beta inh	POLH inh
Cc1ccc(C)c(NS(=O)(=O)c2cc(C(=O)Nc3ccccc3-c3ccccc3)ccc2C)c1	3%	-7%	-11%	-1%[59 µM]	u	-9%	19%	-12%	-16%
O=C(CN1CCN(Cc2ccc(Cl)cc2)C1=O)NCc1ccc(F)cc1	2%	-8%[60.1 µM]	-17%	-5%[59 µM]	x	4%	-3%	5%	-15%
CC(C)c1ccc(NC(=O)c2cccn2-c2nnc(N3CCCCC3)s2)cc1	u	17%	-28%	-41%[59 µM]	x	-11%	u	u	-9%
COc1ccc([N+](=O)[O-])cc1N(CC(O)CN(CC(C)C)CC(C)C)S(=O)(=O)c1ccc(C)cc1 (configuration not stated)	7%	-5%	-15%	-1%	4%	-9%	41%[activator]	-1%	-25%
Cc1cccc(C)c1NC(=O)NCc1ccco1	-17%	12%	-13%	34%[12.7 µM]	1%	-3%	7%	61%	-5%
CN(C(=O)c1cccc(NC(=O)Cc2ccc(NC(=O)C3CCN(C(=O)C4CCC4)CC3)cc2)c1)C1CCCC1	x	-11%	-21%	x	x	x	u	x	-7%
COc1ccc(/C=C(\C#N)C(=O)OCC(=O)Nc2c(C)cccc2C(C)C)cc1	-35%	-7%	-9%	-11%[59 µM]	6%	-6%	-4%	-2%	-5%
CC1CN(C(=O)CN2C(=O)c3ccccc3S2(=O)=O)CC(C)O1 (configuration not stated)	-1%	-10%	u	u	-5%	0%	16%	-15%	-7%
COc1cc(NC(=O)CN2C(=O)C(=O)N(CC(C)C)C2=O)cc(OC)c1	11%	-10%	-3%	u	-3%	x	21%	x	-8%
CN(C)S(=O)(=O)N1CCC(Oc2ccc(C(=O)NC3Cc4ccccc4C3)cc2)CC1	-13%[57.1 µM]	-17%	9%	-11%	24%	-5%	51%[activator]	13%	-14%
NS(=O)(=O)c1cccc(NS(=O)(=O)c2ccc3ccccc3c2)c1	-6%	0%	-13%	-10%	44%	-3%	11%	7%	-20%
CC(C)c1nc2cc(C(=O)N3CCNC(=O)C3c3cccc(F)c3)ccc2o1 (configuration not stated)	-2%	-5%	5%	-9%	0%	0%	14%	0%	-14%
COc1ccc(CC(=O)N2CCN(c3ccccc3)CC2)cc1OC	8%	7%	-16%	x	0%	1%	10%	15%	-5%
O=C(NCc1ccco1)c1cc(S(=O)(=O)NC2CC2)ccc1Br	x	-5%	-12%	x	-9%	x	62%[activator]	x	-6%
CCOC(=O)C1(CC2CC2)CCN(Cc2ccc(C(=O)OC)cc2)CC1	-15%	5%	-19%	2%[12.7 µM]	3%	-2%	0%	6%	3%
Cc1ccc2cc(/C=N/NC(=O)c3ccccc3[N+](=O)[O-])c(Cl)nc2c1	4%	-15%	-34%	-28%	u	-3%	85%[activator]	-2%	-12%
O=C(CSc1ncnc2c1cnn2-c1ccccc1)Nc1ccccc1	0%	-4%[60.1 µM]	-19%	22%[12.7 µM]	15%	3%	1%	2%	13%
CC(C)NC(=O)C(=O)NNC(=O)C12CC3CC(CC(C3)C1)C2	1%	0%	-24%	u	20%	4%	10%	56%	0%
C=C1C2CC[C@@]3(C)C(c4ccoc4)OC(=O)C[C@@]13OC1CC(=O)C(C)(C)C(C(O)C(=O)OC)[C@]12C (some centres not stated)	x	-5%[60.1 µM]	x	-26%[2.33 µM]	-2%	-5%	x	x	x
CC1(C)Cc2c(cnn2-c2ccccc2)C(NC(=O)c2ccoc2)C1 (configuration not stated)	-5%	-4%	-16%	80%[activator]	36%	-13%	24%	17%	-10%

Looked up above.
`COc1ccc([N+](=O)[O-])cc1N(CC(O)CN(CC(C)C)CC(C)C)S(=O)(=O)c1ccc(C)cc1` (configuration not stated) in G9a inh: -1%
`CCOC(=O)C1(CC2CC2)CCN(Cc2ccc(C(=O)OC)cc2)CC1` in BLM inh: -2%

(more compounds)
SMILES	BAZ2B inh	Pol kappa inh	JMJD2A Tudor	G9a inh	APE1 inh	BLM inh	Pol iota inh	Pol beta inh	POLH inh
COc1cccc(OCCOCC(O)CN2CCN(Cc3ccc(Cl)cc3)CC2)c1 (configuration not stated)	-12%	0%	-30%	-17%[59 µM]	-3%	4%	4%	41%	-11%
CCOc1ccc(NC(=O)c2c(NCc3cccs3)sc3c2CCC(C)C3)cc1 (configuration not stated)	-38%	-18%[60.1 µM]	u	u	x	-7%	21%	4%	-8%
O=c1[nH]c2ccccc2n2cnnc12	-2%	1%	-8%[11.4 µM]	5%	3%	-2%	64%[activator]	91%[activator]	-7%
COc1ccc(NC(=O)CN2CCN(C3c4ccccc4-c4ccccc43)CC2)cc1	u	-11%	u	-24%[59 µM]	-5%	-14%	16%	12%	-22%
Cc1cc(=O)oc(C)c1C(=O)Nc1ccccc1F	-3%	-9%	-11%	-26%	-1%	-2%	60%[activator]	-1%	-18%
O=C(c1ccccc1SCc1ccccc1)N1CCCCCC1	-10%	-6%	9%	-3%	-2%	-1%	62%[activator]	2%	-16%
O=C(CNC(=O)c1ccccc1Br)NNC(=O)c1cccs1	6%	-14%	-6%	7%	-10%	x	10%	x	-17%
O=C(CSc1ncnc2sc3c(c12)CCCCC3)NCc1ccco1	u	-28%	-16%	u	-1%	-8%	u	u	4%
O=C(CNC(=O)c1ccco1)Nc1cc(Cl)ccc1N1CCOCC1	-34%	-20%	-2%[57.1 µM]	u	-2%	0%	u	u	-19%
CCOC(=O)c1sc2nc(CSc3ccccc3)nc(N3CCC(C(N)=O)CC3)c2c1C	-38%	-3%	-36%	-38%	1%	-1%	31%[activator]	21%	-17%
Cc1ccc(C2NC(=O)c3c(sc4c3CCN(C)C4)N2)o1 (configuration not stated)	4%	-8%	-32%	26%[59 µM]	11%	3%	u	35%	2%
